RTF Ca sens act: cardiac RTF calcium sensitization. AID 493008. IANBD-labeled TnC RTF fluorescence at EC20 calcium; 0% EC20 calcium, 100% full calcium. activation, % at 7.2 µM. P19429+P45379. 340,000 compounds, 0.24% hits;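 active = activation above the mean over all tested compounds plus 3 SD, cut at about 30% in these data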;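 note: rise in fluorescence read as greater calcium sensitivity of cardiac thin filaments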
C-LANA FP: inhibitors of KSHV LANA C-terminal domain DNA binding; MBP-C-LANA/FAM-LBS DNA binding, fluorescence polarization; 340,000 compounds, 0.078% hits; inhibition, % at 9 µM;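 active = highest replicate inhibition at or above 60% at 9 µM, even if other replicates fall short; inactive = all replicates below 60% inhibition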;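 note: 0% = neutral control wells and 100% = 4 µM acridine orange control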
PvdQ acylase: blocks Pseudomonas aeruginosa PvdQ acylase activity | AID 488965 | inhibition, % at 10 µM | 340,000 compounds, 0.063% hits | purified PvdQ acylase, fluorescence plate reader; in the data active = inhibition above about 30%, passing the limit was not always enough; inconclusive = no clear call, values can overlap the other calls;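 note: 0% = vehicle neutral wells and 100% = reference inhibitor wells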
Mot1-301 SUMO: inhibitors of SUMOylation pathway: yeast Mot1-301 growth rescue; S. cerevisiae Mot1-301 growth rescue, ATP luminescence, 38.5C; percent above DMSO median, 100 means doubled; growth rescue, % at 18.8 µM; 320,000 compounds, 1% hits; AID 2716;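 active = every valid replicate shows activation above 250% relative to neutral control wells; inactive = the rest, any valid replicate at or below 250%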;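 note: OY570 slx delta 5 strain wells were the positive control but not used for scaling; some compounds called inactive have numbers as strong as hits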
PfHsp90 yeast 2: growth inhibition of yeast expressing Plasmodium Hsp90 | 310,000 compounds, 0.32% hits | inhibition, % at 9.4 µM | S. cerevisiae expressing PfHsp90, BacTiter-Glo ATP, 48 h; yeast lacking PDR1 and PDR3 efflux regulators;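 active = every replicate shows inhibition above about 80%, whatever the replicate mean, limit read from the data; inconclusive = mean inhibition reaches the set limit but some replicate falls short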;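 note: 0% = DMSO neutral controls and 100% = 20 µM radicicol positive controls; yeast relying on Plasmodium falciparum Hsp90 in place of its own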
Rtt109 Vps75: blocks Candida albicans Rtt109/Vps75 acetyltransferase activity | Q5AAJ8 | purified Rtt109/Vps75, ThioGlo CoA-SH fluorescence, 4 h | inhibition, % at 34.9 µM | 330,000 compounds, 0.16% hits;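 active = inhibition of at least 50% in every replicate; inconclusive = best replicate reaches 50% inhibition but some replicates fall short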
Keap1 Nrf2 FP: Keap1-Nrf2 (human) interaction inhibition. AID 504523. inhibition, % at 9.4 µM. Q14145. Keap1 Kelch-Nrf2 peptide fluorescence polarization, 1536-well. 340,000 compounds, 0.15% hits; in the data active = inhibition above about 12%; inconclusive = no clear call, values can overlap the other calls; inactive = below about 7.3%;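 note: human Keap1 Kelch domain with fluorescein labeled Nrf2 9mer peptide probe; 0% = neutral control wells and 100% = peptide positive control; higher means more block of Keap1 binding to Nrf2 peptide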
CDK5 inh: blocks human CDK5/p35 kinase activity; Q00535+Q15078; Recombinant CDK5/p35, ADP-Glo luminescence, 60 min; inhibition, % at 10 µM; 330,000 compounds, 0.01% hits; AID 488839;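 active = highest replicate inhibition of at least 50% and at least 75% of replicates reaching 50%; inconclusive = only one of the two criteria met; inactive = both criteria failed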;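 note: plate controls were DMSO neutral control for no effect and GW8510 at 10 µM for full effect; many of its hits are not listed in these tables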
Target sequence (Q00535 whole entry, looked up): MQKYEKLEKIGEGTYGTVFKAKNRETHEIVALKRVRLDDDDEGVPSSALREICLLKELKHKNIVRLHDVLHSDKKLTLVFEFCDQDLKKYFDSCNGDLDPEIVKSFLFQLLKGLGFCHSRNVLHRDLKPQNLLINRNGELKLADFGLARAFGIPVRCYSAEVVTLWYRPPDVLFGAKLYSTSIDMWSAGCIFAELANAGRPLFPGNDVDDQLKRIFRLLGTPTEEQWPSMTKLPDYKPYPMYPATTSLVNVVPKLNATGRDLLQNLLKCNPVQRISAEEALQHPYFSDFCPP
Target sequence (Q15078 whole entry, looked up): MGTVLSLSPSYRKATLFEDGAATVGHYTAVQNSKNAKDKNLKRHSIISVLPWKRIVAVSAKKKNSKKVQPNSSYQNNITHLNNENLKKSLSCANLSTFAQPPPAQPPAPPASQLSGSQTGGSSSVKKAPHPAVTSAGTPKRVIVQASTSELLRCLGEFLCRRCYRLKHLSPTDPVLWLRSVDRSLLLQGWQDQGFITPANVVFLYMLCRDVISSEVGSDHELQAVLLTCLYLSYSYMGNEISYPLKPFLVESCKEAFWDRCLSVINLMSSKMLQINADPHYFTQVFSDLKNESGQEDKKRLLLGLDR
dFosB act: enhances mouse delta FosB homodimer DNA binding; purified delta FosB, TAMRA-CDK5 oligo fluorescence polarization; percent of positive-control signal above neutral wells; activation, % at 25 µM; 340,000 compounds, 0.99% hits; AID 493131;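 active = mean activation above about 17%, with every replicate also reaching it, limit read from the data, passing the limit was not always enough; inconclusive = only one of the two conditions met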;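 note: fluorescence polarization rise as delta FosB binds a TAMRA Cdk5 AP-1 oligo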
Target sequence (P13346 whole entry, looked up): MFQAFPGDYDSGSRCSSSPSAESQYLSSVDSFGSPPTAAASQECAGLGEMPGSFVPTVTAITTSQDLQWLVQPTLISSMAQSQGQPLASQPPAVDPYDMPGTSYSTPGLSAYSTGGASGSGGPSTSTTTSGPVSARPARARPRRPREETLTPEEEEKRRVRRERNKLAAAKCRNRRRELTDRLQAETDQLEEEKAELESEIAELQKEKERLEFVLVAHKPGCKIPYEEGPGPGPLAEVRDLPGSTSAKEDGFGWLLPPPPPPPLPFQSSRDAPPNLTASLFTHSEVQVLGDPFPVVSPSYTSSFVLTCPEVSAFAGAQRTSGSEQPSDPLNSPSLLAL
Cardiac RTF inh: cardiac RTF calcium desensitization; P19429+P45379; AID 493244; IANBD-labeled cardiac RTF, Ca2+ fluorescence; inhibition, % at 7.15 µM; 340,000 compounds, 0.12% hits;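 active = inhibition above the mean inhibition of all tested compounds plus 3 SD, cut at about 17% in these data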;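 note: assay run at fixed EC70 calcium of 1.6 mM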
NSD2 inh: NSD2 (human) methyltransferase inhibition; 310,000 compounds, 0.54% hits; AID 743445; inhibition, % at 12.5 µM; NSD2 peptide methylation, AlphaScreen, 120 min; in the data active = inhibition above about 50%
* = called active by the depositor; ? = inconclusive; . = no result given.

SMILES | RTF Ca sens act | C-LANA FP | PvdQ acylase | Mot1-301 SUMO | PfHsp90 yeast 2 | Rtt109 Vps75 | Keap1 Nrf2 FP | CDK5 inh | dFosB act | Cardiac RTF inh | NSD2 inh
Cn1nnnc1Sc1ncnc2scc(-c3ccccc3C(F)(F)F)c12 | 1 | 8.5 | -11 | 11 | -15 | 4 | ? | 3.7 | 1 | 1 | .
COc1cccc(CN2CC(C(=O)NCCCc3ccc(C)cc3)CCC2=O)c1 (centres undefined) | -6 | 1.3 | -7 | -9 | 9 | 10 | 4 | 0.5 | -6 | 5 | 0
COc1cc(F)ccc1CN1CCC(C(=O)Nc2ccc(Oc3ccccc3)nc2)CC1 | -6 | -0.2 | -4 | 14 | -11 | 3 | -3 | 0.2 | -5 | -3 | 6
CCOC(=O)c1sc(NC(=O)Nc2ccc(Cl)cc2)cc1C | -1 | 0.7 | -6 | 10 | -4 | -5 | 2 | -0.3 | 24* | -46 | 10
CN(CC(=O)Nc1cccc(F)c1)C(=O)Cn1cnc2c1c(=O)n(C)c(=O)n2C | -8 | -0.3 | -9 | 35 | -2 | -13 | -1 | 0.7 | 6 | -9 | 15
CC1CC(C)CN(CCCNC(=O)CN2C(=O)CSc3ccc(S(=O)(=O)N4CCCCC4)cc32)C1 (centres undefined) | -3 | 0.3 | -10 | 1 | 19 | -9 | -2 | 1.3 | 1 | -9 | -3
CC(C)(C)C(=O)Nc1ccccc1N1CCN(C(=O)c2ccc(Cl)cc2)CC1 | -2 | -2.1 | -4 | -5 | -13 | 4 | -2 | -0.2 | -7 | -2 | 1
Cc1ccc(CSc2nnc(SCC(=O)N/N=C/C=C/c3ccccc3[N+](=O)[O-])s2)cc1 | 8 | 2.7 | 1 | 6 | -10 | 6 | -4 | -1.2 | 2 | 21* | 0
Cc1ccc(CNC(=O)Nc2ccccc2)cc1 | -1 | -0.6 | -7 | -20 | -4 | 0 | 0 | 1.5 | 10 | -5 | 0
Cc1ccc(-c2nnc(Nc3ccc4c(c3)OCO4)c3ccccc23)cc1S(=O)(=O)NCCO | -2 | 0.1 | -2 | -13 | -26 | 4 | -4 | 1.8 | -19 | 3 | 1
O=C(c1ccccn1)N1CCN(S(=O)(=O)c2cccc(Br)c2)CC1 | -5 | -2.4 | -1 | 5 | 36 | 2 | 2 | 0.4 | 2 | -14 | -2
CCOc1ccc2c(C)c(C(=O)O)oc2c1OCC | 0 | 0.9 | 9 | -12 | -7 | -9 | -4 | 0.9 | 3 | -19 | -1
CON=C1C=C(C)C(=O)C(C)=C1C | 13 | -0.4 | -14 | . | -15 | 2 | -1 | 1.1 | 7 | -12 | -1
Cc1cc(C)n(-c2nc(NCCN(C)C)c3c4c(sc3n2)CCCC4)n1 | 0 | -4.5 | -5 | -3 | 11 | 1 | -3 | -0.7 | ? | 6 | .
O=C(/C=C/c1ccc(Cl)c([N+](=O)[O-])c1)Nc1cccc(NC(=O)c2ccco2)c1 | 3 | 7.3 | 4 | 8 | . | 5 | -1 | -2.4 | -3 | -22 | -1
CC(C)[C@H](Nc1nc(-c2ccccc2)nc2c1oc1ccccc12)C(=O)O | -2 | 0.8 | -16 | 166 | -35 | 5 | -3 | 0.0 | -3 | -1 | 4
CCc1ccc(S(=O)(=O)NCc2csc(-c3cccnc3)n2)s1 | 2 | -0.4 | 19 | 14 | 0 | 8 | 0 | 0.9 | -12 | -4 | .
O=C(NCCC(=O)N1CCN(S(=O)(=O)c2ccccc2F)CC1)Nc1ccccc1 | 5 | 0.4 | -2 | -7 | . | -1 | -1 | 0.6 | -2 | -8 | 1
O=C(CN1C(=O)C(=O)N(C2CCCC2)C1=O)NCCc1ccc(Cl)cc1Cl | 2 | 1.4 | -11 | 10 | 8 | -4 | -4 | -1.4 | -10 | -7 | -3
CN(C)c1nc2c(cnn2C)c(=O)[nH]1 | 4 | -4.4 | -14 | . | 8 | -9 | -11 | 0.1 | -8 | -5 | -1
CCOC(=O)CNC(=O)C(CC(C)C)NC(=O)C1CCCCC1 (centres undefined) | -2 | 2.6 | -12 | -11 | -3 | -6 | -2 | -3.5 | 2 | -3 | -3
O=C(c1sccc1Cl)N1CCN(Cc2ccc3c(c2)OCO3)CC1 | 3 | 1.1 | -12 | 1 | -21 | -24 | -7 | 0.6 | -2 | 3 | -1
COC(=O)c1c(NC(=O)CCN2CCOCC2)sc2c1CCCC2 | 3 | -1.3 | -18 | 223 | 17 | -1 | 5 | 0.1 | 6 | -12 | .
COc1ccc(S(=O)(=O)N2CCN(C(=O)C3CC3)CC2)cc1 | -5 | 0.1 | -14 | 42 | 18 | 4 | -2 | -1.1 | 2 | -6 | -4
COc1ccc(-c2cc(=O)c3cc(OC)ccc3[nH]2)cc1 | -2 | 1.7 | -9 | -19 | 8 | 0 | 1 | 2.0 | 0 | -15 | .
CCOc1ccc(-n2c(=O)c3c4c(sc3n(CC(=O)NCc3ccco3)c2=O)CCC4)cc1 | -1 | -0.5 | 10 | 63 | -28 | 5 | 3 | -2.0 | 11 | -3 | -1
Cc1cc2nc(-c3ccc(SCC(=O)N4CCc5ccccc54)nc3)[nH]c2cc1C | 12 | -0.3 | -3 | 190 | 12 | -7 | -3 | -4.5 | -2 | -6 | -3
O=C(Cc1cccc2ccccc12)OCn1nnc2ccccc2c1=O | -2 | 0.5 | 5 | 4 | -10 | 6 | 0 | 1.6 | 3 | -3 | .
Cc1cc(NS(=O)(=O)c2ccc(NC(=O)COc3ccc(Cl)cc3)cc2)no1 | 1 | 0.4 | -14 | -3 | -6 | -8 | -5 | 0.5 | 3 | -2 | -3
O=C(CN(C1CCCCC1)S(=O)(=O)c1ccc(Cl)cc1)NCCCO | -9 | -0.2 | -17 | -11 | 4 | 16 | -1 | -0.5 | -5 | -4 | .
COc1ccc(NC(=O)CN2C(=O)NC3(CCCC3)C2=O)cc1 | -1 | 1.6 | 1 | -18 | 13 | 10 | 4 | 0.8 | 0 | 9 | 0
O=C(NC(Cc1ccccc1)C(=O)N1CCCCCC1)c1ccccc1 (centres undefined) | 2 | 0.2 | -9 | 8 | 13 | -5 | -3 | -0.7 | -7 | 1 | .
O=C(NC(=S)NCc1ccccc1)c1ccc2c(c1)OCO2 | -2 | -0.2 | -5 | 11 | -6 | 3 | -1 | 1.5 | -1 | -7 | 3
CCCc1nn2c(=O)cc(COc3cccc(NC(=O)c4ccco4)c3)nc2s1 | -4 | 0.0 | -1 | 40 | -12 | -19 | -5 | 1.5 | -4 | -1 | 1
Cc1c(NC2=C(Cl)C(=O)N(c3ccccc3)C2=O)c(=O)n(-c2ccccc2)n1C | 0 | -0.2 | -4 | 120 | 16 | 8 | -3 | -0.5 | -12 | -3 | 8
COc1ccccc1CNC(=O)CSc1nc2ccccc2c(=O)n1CCCN1CCOCC1 | -1 | 1.4 | -4 | 1 | 4 | 5 | 0 | 1.0 | -3 | 10 | 1
CC(=O)OCC1(C)CN(c2ccccc2)NC1=O (centres undefined) | 7 | -1.6 | 4 | 70 | 9 | 12 | -3 | 1.2 | -7 | 1 | 4
CCn1cc(S(=O)(=O)CC(=O)Nc2ccc3c(c2)OCCO3)c2ccccc21 | 3 | 1.7 | -1 | 63 | . | 1 | 3 | 0.6 | 2 | 5 | .
COc1ccc(-c2cc(=O)oc3cc(O)ccc23)cc1 | -7 | -2.5 | 22 | 3 | -4 | 1 | -5 | 1.8 | -8 | 1 | -3
CCCCNC(=S)N/N=C/c1ccccc1F | 2 | -2.7 | 4 | -5 | -8 | 11 | -2 | 1.4 | -3 | -5 | -1
COc1cccc(C2CC(c3cccs3)=NN2C(=O)CSc2nc3ccccc3s2)c1OC (centres undefined) | 2 | -1.2 | -13 | -9 | -9 | 4 | -3 | -2.0 | -7 | 3 | -2
CN(C(=O)CN1C(=O)NC(c2ccccc2)(c2ccccc2)C1=O)C1CCS(=O)(=O)C1 (centres undefined) | -2 | 0.7 | -8 | -1 | 24 | 3 | -2 | -0.1 | -13 | -13 | -7
Cc1cc(C)c(NC(=O)CNC(=O)[C@@H]2CCCN2C(=O)c2cccs2)c(C)c1 | 0 | -0.7 | -7 | 5 | 1 | 0 | -3 | -3.5 | 2 | -1 | -1
O=C(NCc1cccnc1)C1CC(c2cccc(Br)c2)=NO1 (centres undefined) | -3 | -0.9 | 19 | -12 | 7 | 17 | 1 | 0.8 | 0 | 6 | -1
O=C1CC(c2ccccc2)n2ncnc2N1 (centres undefined) | 0 | 0.0 | -12 | 11 | . | -13 | 1 | -1.3 | 4 | -9 | -1
CC1CCN(C(=O)Cn2ncc3c([nH]c4ccccc43)c2=O)CC1 | 4 | -1.9 | -8 | 12 | 22 | 1 | 1 | 0.7 | -11 | -12 | -4
Cc1ccc(CN2C(=O)c3ccccc3C2C(=O)NCC2CCCO2)cc1 (centres undefined) | -5 | 0.8 | -13 | 35 | 33 | 6 | 0 | 1.4 | -8 | -4 | -1
COC(C)(C)[C@]12CC(O)(C(C)C)ON1[C@H]1CCCCC1N2O (some centres undefined) | 5 | 0.1 | -18 | . | -2 | -30 | -1 | 2.1 | -6 | -7 | 1
O=C(Nc1cccc([N+](=O)[O-])c1)Nc1ccc2c(c1)OCCO2 | 5 | -0.9 | -9 | -7 | 11 | 2 | -3 | -1.8 | -1 | -8 | 0
COc1ccccc1C(=O)CN1C(=O)NC2(CCc3ccccc32)C1=O (centres undefined) | 1 | 3.3 | -14 | 9 | 28 | -8 | -3 | 1.4 | -3 | -1 | 1
O=C(CSc1nnc(-c2ccc(OC(F)F)cc2)o1)NC(=O)NCc1ccco1 | -3 | 0.9 | 0 | 10 | 4 | 3 | 0 | 2.1 | -7 | -1 | .
CCCCC(=O)Oc1cc(C)[nH]c(=O)c1[N+](=O)[O-] | 1 | -0.9 | -11 | 11 | -31 | -3 | -6 | -3.4 | -2 | -13 | 8
Cc1cccc(C(=O)O)c1NC(=O)Cc1cccc2ccccc12 | 8 | -1.9 | -1 | -4 | 1 | -5 | -7 | -8.6 | -4 | -2 | -2
CCCCn1c(NCCC)nc2c1c(=O)[nH]c(=O)n2C | -2 | -1.2 | 4 | . | 2 | 3 | 1 | 0.6 | 2 | -4 | -2
Cc1nc(C2COc3ccccc3O2)sc1C(=O)O (centres undefined) | 5 | -2.9 | -11 | -27 | 29 | -1 | 2 | 5.3 | 2 | -1 | 1

Shown with two lines to a compound: two of the compounds above
Order of values: RTF Ca sens act | C-LANA FP | PvdQ acylase | Mot1-301 SUMO | PfHsp90 yeast 2 | Rtt109 Vps75 | Keap1 Nrf2 FP | CDK5 inh | dFosB act | Cardiac RTF inh | NSD2 inh
O=C(CSc1nnc(-c2ccc(OC(F)F)cc2)o1)NC(=O)NCc1ccco1
    -3 | 0.9 | 0 | 10 | 4 | 3 | 0 | 2.1 | -7 | -1 | .
Cc1cccc(C(=O)O)c1NC(=O)Cc1cccc2ccccc12
    8 | -1.9 | -1 | -4 | 1 | -5 | -7 | -8.6 | -4 | -2 | -2

From PubChem BioAssay
